Bioassay records (PubChem BioAssay)
NPC1 prom act: activates the NPC1 promoter; Huh7 NPC1 promoter luciferase reporter, 24 h; Potency, µM (series often up to 9.22 µM), for the others: at the top dose activation, usual class: activators; actives 2.4% (n = 320,000); AID 485313;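 further: % of control where 0% means no effect; nearly all actives have a fitted effect of over 60% in size; reporter is driven by a mutant NPC1 promoter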
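Quantitative HTS used a cell-based reporter: Huh7 cells stably bearing the NPC1 promoter upstream of luciferase were treated with compounds for 24 h, and promoter activation was read as luminescence.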
uPA generation: blocks generation of uPA at the cell surface. Potency, µM (top dose mostly 38.3 µM), inactives show top-dose activity change, negative = inhibition, hits mostly inhibitors. AID 540303. actives 0.31% (n = 330,000). cell surface uPA generation assay, qHTS; active means well fitted inhibition curve with a large enough effect; inconclusive means small, poorly fitted or top-dose-only effect; inactive means no such curve, though single readings can be large or run the other way; tested in mouse RAW 264.7 cells; further: on the % scale 0 is the no-effect control and ±100 the full control effect; nearly all actives have a fitted effect of over 55% in size
VP16 counter: counter-screen for ROR gamma inhibitors: Gal4-VP16 reporter; Drosophila S2 Gal4-VP16 UAS-luciferase, luminescence, 20 h; Potency, µM (highest dose often 53.6 µM), without a hit: at the highest dose activity, negative = inhibition, hits mostly inhibitors; AID 2546; actives 3.5% (n = 310,000);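 further: Gal4-VP16 expression switched on by copper sulfate through the metallothionein promoter; on the % scale 0 is the no-effect control and ±100 the full control effect; nearly all actives have a fitted effect of over 50% in size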
p53 reactivation: mutant p53 re-activation in reporter cells | actives 0.063% (n = 320,000) | H1299 p53-A138V BP100-luciferase reporter, luminescence, 24 h | Potency, µM (highest dose often 92.2 µM), without a hit: at the highest dose activity change, positive = activation, hits mostly activators | AID 504706; further: % of control where 0% means no effect; nearly all actives have a fitted effect of over 45% in size
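H1299 (p53-null), stable ts p53-A138V + BP100-Luc; 1000 cells/well, Opti-MEM/10% FBS; cpd 4 pt, 1:5; 24 h, 37 deg C, 5% CO2; detection reagent 10 min RT; luminescence.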
Rab9 promoter act: activates the Rab9 promoter. Huh7 Rab9 promoter-luciferase reporter, luminescence, 24 h. Potency, µM (highest dose often 9.22 µM), for the others: at the highest dose activation, negative = inhibition, actives largely listed as activators. actives 2.8% (n = 320,000); further: % of control where 0% means no effect; nearly all actives have a fitted effect of over 60% in size
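Stable Rab9-luc Huh7, 1500 cells/well, 2 h settle; cmpd in DMSO, 24 h, 37 °C/5% CO2; luciferase reagent 10 min RT; luminescence.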
MBNL1-CUG inh: MBNL1-poly(CUG) RNA binding inhibition. Potency, µM (highest dose often 57.5 µM), for inactives: top-dose activity change, negative = inhibition, most hits filed as inhibitors. Q9NR56. TR-FRET MBNL1-His/biotin-(CUG)12 binding, 665/545 ratio. actives 0.036% (n = 280,000). AID 2675; active means well fitted inhibition curve with a large enough effect in the signal ratio, with a control signal flat, not every such curve was filed as active; inconclusive means small, poorly fitted or top-dose-only effect, or effect the other way, or a change in a side signal; inactive means no such curve, though single readings can be large or run the other way; the % refers to the signal ratio; further: on the % scale 0 is the no-effect control and ±100 the full control effect
Target sequence (Q9NR56 whole entry, looked up): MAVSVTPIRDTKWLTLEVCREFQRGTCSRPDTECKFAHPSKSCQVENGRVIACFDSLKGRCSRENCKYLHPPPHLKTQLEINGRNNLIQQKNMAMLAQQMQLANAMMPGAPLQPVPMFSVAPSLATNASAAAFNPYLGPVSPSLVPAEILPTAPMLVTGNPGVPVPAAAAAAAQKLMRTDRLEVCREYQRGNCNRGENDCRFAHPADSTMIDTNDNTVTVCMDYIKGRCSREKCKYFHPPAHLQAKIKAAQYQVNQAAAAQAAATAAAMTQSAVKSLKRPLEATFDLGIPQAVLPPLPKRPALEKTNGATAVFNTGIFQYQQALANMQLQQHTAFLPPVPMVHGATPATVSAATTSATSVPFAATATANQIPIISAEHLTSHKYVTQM
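MBNL1-His + Biotin-(CUG)12, cpd titration 92 nM–58 uM; Tb anti-His Ab 0.055 ng/ul, SA-XL665 5 nM (final); 60 min RT; ratiometric 665/545 nm, Ex 340 nm; normalized to buffer and full-complex controls.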
FLuc counter: inhibits or activates purified firefly luciferase, miR-21 counter-screen; purified FLuc, Km substrates, luminescence inhibition; Potency, µM (highest dose often 57.5 µM), without a hit: at the top dose activity change, negative = inhibition, usual class: inhibitors; actives 6.9% (n = 360,000); AID 588342;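 further: plate controls were vehicle for no effect and reference inhibitor for full effect; nearly all actives have a fitted effect of over 55% in size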
Target sequence (P08659 whole entry, looked up): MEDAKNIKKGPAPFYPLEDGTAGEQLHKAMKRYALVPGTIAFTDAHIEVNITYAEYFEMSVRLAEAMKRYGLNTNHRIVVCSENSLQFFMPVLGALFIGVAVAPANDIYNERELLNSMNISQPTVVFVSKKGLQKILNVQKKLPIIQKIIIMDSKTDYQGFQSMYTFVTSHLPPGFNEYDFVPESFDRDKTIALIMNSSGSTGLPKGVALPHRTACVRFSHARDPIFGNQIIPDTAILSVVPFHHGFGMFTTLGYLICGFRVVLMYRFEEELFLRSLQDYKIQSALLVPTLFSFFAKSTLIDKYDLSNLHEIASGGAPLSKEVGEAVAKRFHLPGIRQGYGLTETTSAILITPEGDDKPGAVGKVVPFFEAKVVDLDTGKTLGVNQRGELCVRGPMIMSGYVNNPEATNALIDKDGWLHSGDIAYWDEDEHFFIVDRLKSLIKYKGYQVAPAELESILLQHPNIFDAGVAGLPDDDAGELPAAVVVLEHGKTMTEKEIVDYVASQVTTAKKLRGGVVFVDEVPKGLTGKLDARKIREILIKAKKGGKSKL
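Purified P. pyralis luciferase (10nM final) with 10uM D-luciferin and 10uM ATP (Km levels) in 50mM Tris acetate pH 7.5, 10mM Mg acetate, 0.01% Tween-20, 0.05% BSA; qHTS 6-point titration, ~60 µM downward; luminescence read.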
ELG1 genotox: induces genotoxicity in HEK293T cells with luciferase-tagged ELG1; HEK293T ELG1-luciferase reporter, luminescence, 16 h; Potency, µM (titrated, usually from 46 µM), without a hit: top-dose activity change, positive = activation, hits mostly activators; actives 1.3% (n = 330,000); further: % of control where 0% means no effect; nearly all actives have a fitted effect of over 60% in size
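16 hr compound incubation (37 °C, 5% CO2) of HEK293T cells carrying luciferase-tagged ELG1; luciferase then measured by ONE-Glo luminescence after 30 min at RT.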
BRCA1 expr up: BRCA1 expression activation; MCF7-BRCA1-FFLuc reporter, luminescence, 48 h; response scale: scaled: vehicle 0%, 10 µM genistein 100%; Potency, µM (top dose mostly 46.1 µM), inactives show at the top dose activation, most hits filed as activators; actives 1.1% (n = 380,000); further: nearly all actives have a fitted effect of over 80% in size; some results filed as inactive show a strong effect at the top dose
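Activators of BRCA1 expression were detected as increased firefly luciferase luminescence in engineered MCF7 cells after 48 h compound incubation. Signals were scaled to genistein 10 microM as full activation.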
RORg inh: inhibitors of mouse ROR gamma transcriptional activity | P51450 | Drosophila S2 Gal4-RORgamma UAS-luciferase reporter, 20 h | Potency, µM (series often up to 53.6 µM), for the others: at the top dose activity change, negative = inhibition, actives largely listed as inhibitors | actives 5.4% (n = 310,000) | AID 2551; further: on the % scale 0 is the no-effect control and ±100 the full control effect; nearly all actives have a fitted effect of over 60% in size
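Compounds are pin-transferred onto Drosophila Schneider cells expressing a copper-inducible Gal4–ROR gamma transactivation domain fusion. After 1 hr, copper sulfate is added to 700 uM final; luciferase is read 20 hr later.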
Numbers without * were called inactive; ? = inconclusive; / = no result given; [ ] = remark or other dose. Unless noted, the call rests on the fitted dose curve; in most records, active means well fitted curve in the direction sought with a large enough effect; inconclusive means small, poorly fitted or top-dose-only effect, or another doubt; inactive means no such curve, though single readings can be large; an effect the other way counts as inactive or inconclusive. Potency means the concentration at half of the fitted maximal effect.

Results follow in this order: uPA generation, BRCA1 expr up, VP16 counter, p53 reactivation, Rab9 promoter act, MBNL1-CUG inh, NPC1 prom act, RORg inh, FLuc counter, ELG1 genotox
> S=C(Nc1ccc(Nc2ccccc2)cc1)N1CCN(c2ncccn2)CC1
    -3%, 22%, 4%[10 µM], -1%, -13%, -9%, -6%, 3%, -2%, -1%
> CCN(CC)CCCN=Cc1c(-c2ccccc2)[nH]n(-c2nc3ccccc3s2)c1=O
    -4%, -14%, -7%, ?, -2%, 16%, 7%, ?, ?, 9%
> COC(=O)c1ccccc1OCC(=O)NC1CCCCC1
    -1%, 42%, 15%, ?, 23%, 8%, 16%, 37%, ?, 21µM*
> Cc1ccc(S(=O)(=O)NCCC(=O)NNc2c(F)c(F)cc(F)c2F)cc1
    14%, -6%, /, -3%, /, /, /, /, /, -3%
> O=C(Oc1cc(Cl)ccc1Cl)C1=CC=CN2CCS(=O)(=O)N=C12
    0%, 6%, /, 2%, -2%, /, -1%, /, 1%, -2%
> Nc1cc([N+](=O)[O-])ccc1Nc1ccccc1
    -3%, 23%, 3%, 7%, 12%, ?, 3%, ?, -14%, -6%
> C=CCN(CC=C)CCOc1ccc2ccccc2c1
    3%, 21%, 1%, -2%, 2%, -3%, -3%, 10%, -19%, -3%
> CC(C)CSc1n[nH]c(N)n1
    3%, 4%, 8%, 2%, -4%, 9%, -4%, -21%, -4%, 6%
> COc1ccc(CCNC(=O)C2CCN(S(=O)(=O)c3ccc4c(c3)oc(=O)n4C)CC2)cc1OC
    -14%, 0%, 1%, -8%, -1%, -4%, 3%, -7%, 3%, 0%
> O=C(c1cc(-c2ccc(Cl)cc2Cl)on1)N1CCCC1
    -1%, ?, 10µM*, ?, 1µM*, -1%, 0.89µM*, 8.9µM*, 0.43µM*, 2.9µM*

Quoted at random: 2 compounds from above.
Results follow in this order: uPA generation, BRCA1 expr up, VP16 counter, p53 reactivation, Rab9 promoter act, MBNL1-CUG inh, NPC1 prom act, RORg inh, FLuc counter, ELG1 genotox
> Cc1ccc(S(=O)(=O)NCCC(=O)NNc2c(F)c(F)cc(F)c2F)cc1
    14%, -6%, /, -3%, /, /, /, /, /, -3%
> Nc1cc([N+](=O)[O-])ccc1Nc1ccccc1
    -3%, 23%, 3%, 7%, 12%, ?, 3%, ?, -14%, -6%

More results:
Results follow in this order: uPA generation, BRCA1 expr up, VP16 counter, p53 reactivation, Rab9 promoter act, MBNL1-CUG inh, NPC1 prom act, RORg inh, FLuc counter, ELG1 genotox
> CCN(CC)S(=O)(=O)c1ccc(NC(=O)c2ccccn2)cc1
    1%, 82%, 12%, ?, ?, 1%, ?, 36%, 15µM*, 15µM*
> CCn1cc(C(=O)NCC2CCCO2)c(=O)c2cc(S(=O)(=O)N3CCC(C)CC3)ccc21 (stereo unspecified)
    -8%, -8%, 1%, -22%, 8%, 3%, -2%, 17%, -3%, -3%
> CCN(CCO)Cc1csc2c(Br)cccc12
    10%, -10%, -1%, -5%, -3%, 1%, -1%, -12%, 4%, 1%
> Cc1cc(=O)[nH]c2c1cnn2Cc1ccccc1
    5%, -16%, -1%, -5%, 0%, 6%, -2%, -12%, -1%, -1%
> O=C(O)Cc1coc(-c2ccc(F)cc2)n1
    0%, -3%, -4%, 0%, 1%, -10%, 0%, 10%, -1%, 0%
> CC1CCCC(C)N1C(=O)CN1C(=O)NC2(CCOc3ccccc32)C1=O (stereo unspecified)
    6%, -18%, /, -1%, -2%, /, -4%, /, 4%, 0%
> COc1ccccc1CNC(=O)Cn1nnnc1CN(C)C(C)C
    6%, 0%, -6%, 8%, 3%, -5%, 1%, 0%, -2%, 0%
> C=CCNc1ccc(F)c(F)c1N1CCCCCC1=O
    3%, -13%, 8%, -2%, -3%, 3%, -4%, 8%, -1%, 2%
> Cc1ccc(/C=C/C(=O)NC(=S)Nc2ccccc2C(=O)NC2CCCCC2)cc1
    2%, -16%, -20%, -4%, -2%, -1%, 1%, ?, -1%, 9%
> CC(C)c1nnc(NC(=O)CCC(=O)N2CCN(c3cccc(Cl)c3)CC2)s1
    -2%, 11%, -9%, -4%, -11%, 4%, -2%, 1%, -4%, 0%
> CCCS(=O)(=O)N1CCCC(C(=O)NCCN(CC)CC)C1 (stereo unspecified)
    0%, 0%, 2%, -13%, 1%, 5%, -5%, 5%, 2%, 1%
> CCC(=O)Nc1nc(-c2cc([N+](=O)[O-])cs2)cs1
    32%[activator], 40%, 14%, 7%, ?, 329%[activator], 12%, -1%, 1%, -1%
> OCCCCc1nccc2c1[nH]c1ccccc12
    9%, 1%, 0%, -9%, 0%, 5%, -3%, 12%, -7%, -1%
> O=C(NCCNC(=O)c1cccnc1)c1ccc(Br)cc1
    1%, -6%, 1%, -13%, 2%, 2%, -6%, 7%, -1%, 7%
> COc1ccc(C(=O)NC2CCN(C(=S)Nc3cccc(C)c3)CC2)cc1
    9%, 16%, 1%, 6%, 5%, -3%, -3%, -21%, 2%, -2%
> COc1ccc(NC(=O)Nc2cccc3ccccc23)c(OC)c1
    -4%, -28%, ?, -4%, 3%, -2%, 8%, ?, 6%, 0%
> Cc1ccccc1-c1cc(C(=O)N/N=C/c2cccnc2)c2ccccc2n1
    1%, -19%, 15%, -10%, -1%, 9%, 0%, 17%, -6%, 2%
> Cc1ccc(C2CC(c3ccccc3)n3ncnc3N2)cc1 (stereo unspecified)
    5%, -5%, -19%, 1%, 1%, 0%, 1%, -37%, -1%, 9%
> O=C(NNc1ccc([N+](=O)[O-])cc1)C1C2CCCCC21 (stereo unspecified)
    4%, -2%, 1%, 2%, -2%, 59%[activator], 0%, -9%, 4%, 3%
> CCOC(=O)c1nc(NCc2cccnc2)c2ccccc2n1
    5%, 23%, 18%, 6%, 17%, 10%, 15%, ?, 1%, 0%
> CCOC(=O)c1cccc(NC(=O)CSc2nnc(C)n2CC2CCCO2)c1 (stereo unspecified)
    -1%, 5%, -10%, -2%, 4%, -3%, -6%, 1%, 0%, 6%
> CC1C/C(=N\NC(N)=S)c2cc(Cl)ccc2S1 (stereo unspecified)
    -5%, -32%, 2µM*, 8%, -9%, -1%, 0%, 0.63µM*, 1%, -1%
> COc1ccccc1-n1cnnc1SCC(=O)c1ccc[nH]1
    3%, 1%, 3%, -8%, 2%, -11%, 0%, -12%, 1%, -1%
> CSc1ccc(CCNC(=O)C2CCCN(S(=O)(=O)N3CCOCC3)C2)cc1 (stereo unspecified)
    2%, -14%, -6%, 5%, 2%, -14%, -7%, 10%, 1%, -2%
> CC(OC(=O)c1cccnc1Cl)C(=O)Nc1ccc(S(N)(=O)=O)cc1 (stereo unspecified)
    -3%, -2%, 6%, 1%, 0%, -5%, 0%, 4%, -4%, 0%
> NS(=O)(=O)c1ccc(NC(=O)COC(=O)/C=C/c2ccc([N+](=O)[O-])cc2)cc1
    -5%, -13%, -1%, -6%, 0%, ?, -1%, -18%, -1%, -3%
> Cc1ccc(C(=O)OCC(=O)NCCN2C(=O)CSC2=O)cc1[N+](=O)[O-]
    ?, 11%, /, 2%, /, /, /, /, /, 0%
> Cc1ccc(C(=O)Nc2ccccc2C(N)=O)o1
    /, 21%, 25%, /, /, 5%, /, 11%, ?, /
> COCCN(C(=O)COC(=O)Cc1coc2cc3c(cc12)CCC3)c1c(N)n(Cc2ccccc2)c(=O)[nH]c1=O
    2%, -16%, /, -4%, -4%, /, -4%, /, 24µM*, 0%
> Cc1nn(-c2ccccc2)nc1C(=O)Oc1cc(C(F)(F)F)nn1-c1ccccc1
    13%, 0%, -3%, 2%, 0%, -17%, -2%, 29%, 3%, -5%
> C=CCN(c1ccccc1)S(=O)(=O)c1cccc(C(=O)NC2CCN(Cc3ccccc3)CC2)c1
    ?, -65%, /, -8%, -16%, /, -10%, /, 0%, ?
> COc1cc(C)ccc1Oc1ncnc(N)c1[N+](=O)[O-]
    3%, 4%, -4%, 3%, 0%, ?, -7%, 10%, -1%, -4%
> CC1CC(C)CN(C(=O)COC(=O)c2cc(S(=O)(=O)N3CCOCC3)ccc2F)C1 (stereo unspecified)
    0%, 22%, /, 1%, -6%, /, 9%, /, 2%, -1%
> COc1ccc(OCc2cc(C(=O)N(C)C3CCOC3)no2)c(Cl)c1 (stereo unspecified)
    -2%, 71%, 18%, -3%, 9%, 0%, 2%, ?, ?, 12%
> Cc1cc2ccccc2nc1SCC(=O)NC1CCCC1
    1%, -34%, -5%, -6%, 14%, 4%, -8%, 16%, ?, -2%
> O=C(NCc1ccc(F)cc1)C(c1ccncc1)N(C(=O)c1csnn1)C1CC1 (stereo unspecified)
    5%, -1%, -9%, 4%, -2%, -4%, -1%, 17%, -2%, 1%
> CNc1c(NC(=O)c2ccc3c(c2)OCO3)c(=O)oc2ccccc12
    2%, 48%, -4%, 11%, 0%, -6%, 5%, 4%, 2%, -1%[9.26 µM]
> CCOc1ccc(C(C)=O)cc1COc1cccnc1[N+](=O)[O-]
    -15%, -60%, 3%, 1%, -33%[inhibitor], ?, -35%[inhibitor], -27%, -1%, -32%[inhibitor]
> CC1=CC(C)(C)Nc2ccc(OS(=O)(=O)c3ccc(C)cc3)cc21
    /, -22%, -10%, 24%, 1%, 5%, 0%, -21%, -11%, 2%
> COc1cc(C(=O)Nc2cccc(S(=O)(=O)NCc3ccco3)c2)cc(OC)c1OC
    9%, -37%, /, -7%, -3%, /, -3%, /, 1%, 7%
